yeast rad50: NCI yeast anticancer drug screen, S. cerevisiae rad50 strain | % growth inhibition at 50 µM | 79,000 compounds, 10% hits;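 also: 0% = growth of vehicle-only cultures of the same strain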
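A DNA repair-deficient yeast mutant serves as the test organism; compound-induced growth inhibition is calculated against vehicle-treated cells.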
cln2 rad14: NCI yeast anticancer drug screen, S. cerevisiae cln2 rad14 strain. % growth inhibition at 50 µM. 78,000 compounds, 8.3% hits;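 also: 0% = growth of vehicle-only cultures of the same strain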
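Test compounds were added to cln2 rad14 yeast cultures; inhibition of growth was then determined by comparison with vehicle treatment.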
bub3: NCI yeast anticancer drug screen, S. cerevisiae bub3 mutant strain | growth inhibition, % at 50 µM | 78,000 compounds, 9.9% hits;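 also: 0% = growth of vehicle-only cultures of the same strain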
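Screening used yeast with an engineered genetic alteration affecting cell cycle control. Compound-exposed cultures were compared with vehicle cultures, and reduced growth was taken as inhibition.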
yeast sgs1 mgt1: NCI yeast anticancer drug screen, S. cerevisiae sgs1 mgt1 strain; AID 161, 2004; 78,000 compounds, 10% hits; growth inhibition, % at 50 µM;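 also: 0% = growth of vehicle-only cultures of the same strain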
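Growth of a repair-deficient yeast mutant was monitored after compound treatment and expressed as inhibition relative to vehicle-treated cultures.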
mlh1 rad18: NCI yeast anticancer drug screen, S. cerevisiae mlh1 rad18 strain. growth inhibition, % at 50 µM. 79,000 compounds, 11% hits;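 also: 0% = growth of vehicle-only cultures of the same strain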
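Cells of a genetically altered yeast strain, deficient in DNA damage repair, were treated with compound. Their growth was then compared with that of vehicle-treated cultures to give inhibition.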
mec2-1: NCI yeast anticancer drug screen, S. cerevisiae mec2-1 strain; growth inhibition, % at 50 µM; 79,000 compounds, 9% hits;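 also: 0% = growth of vehicle-only cultures of the same strain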
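Each compound was tested on mec2-1 yeast, a strain altered in DNA damage repair or cell cycle control. Growth inhibition is reported relative to vehicle.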
An asterisk follows results filed as active; nt = not tested or not shown; & = joins results of further samples. Rule as the data show it: active = growth inhibition above about 70%; inactive = the rest.

SMILES	yeast rad50	cln2 rad14	bub3	yeast sgs1 mgt1	mlh1 rad18	mec2-1
Oc1ccc(-c2nc(-c3ccc(F)cc3)c(-c3ccc4ccccc4n3)[nH]2)cc1	90*	91*	92*	92*	86*	93*
C=C1C(=O)O[C@@H]2[C@H]3[C@H](C)C(=O)C=C[C@]3(C)CC[C@@H]12	21	13	9	39	-24	-25
CC(CCC(=O)O)(c1cc(Br)c(O)c(Br)c1)c1cc(Br)c(O)c(Br)c1	91*	92*	89*	82*	90*	90*
c1ccc(-c2ccc(-c3c(-c4ccccc4)ccc(-c4ccccc4)c3-c3ccccc3)cc2)cc1	21	21	-3	-10	-1	-1
CCOC(=O)Cn1c(=O)c2ccccc2c2cc([N+](=O)[O-])ccc21	-6	6	-4	13	-12	11
COC(=O)N1C2C(C[C@@]1(C)C(=O)OC)c1ccccc1N2S(=O)(=O)c1ccccc1 (stereo partly drawn)	-10	-2	11	3	-4	-1
NC(=O)CSCC(N)=O	1	6	-3	3	22	-14
CCC(O)C(C)[N+](=O)[O-] (stereo not drawn)	28	6	2	7	4	-2
O=c1cc(-c2cccc(O)c2)oc2ccccc12	14	-13	3	-6	-8	9
Cc1ccc(S(=O)(=O)OC2C(C3COC(=S)O3)OC3OC(C)(C)OC32)cc1 (stereo not drawn)	7	-22	-3	-4	-4	-6

The closing 2 compounds of the part above come first, to join the parts:
SMILES	yeast rad50	cln2 rad14	bub3	yeast sgs1 mgt1	mlh1 rad18	mec2-1
O=c1cc(-c2cccc(O)c2)oc2ccccc12	14	-13	3	-6	-8	9
Cc1ccc(S(=O)(=O)OC2C(C3COC(=S)O3)OC3OC(C)(C)OC32)cc1 (stereo not drawn)	7	-22	-3	-4	-4	-6
COc1ccc([C@H]2[C@@H]3CCc4ccccc4C3=NN2C(N)=S)cc1OC	65	39	53	58	44	27
CCC(CO)N1CNC(=S)NC1 (stereo not drawn)	-5	1	5	5	0	-14
CO[C@@H]1C2=CC=CC=C[C@H]2n2c(=O)n(C)c(=O)n21	-10	12	-5	-19	17	-13
CCCNC(=S)NNC(=O)c1ccncc1	3	5	24	1	-4	-22
CNC(=O)Nc1ccc(C(=O)NC(C)C)cc1	10	-14	4	2	1	2
C=C(CO)[C@H]1Oc2ccc(C(C)=O)cc2[C@@H]1O	-16	7	-11	-25	-12	-10
CCOC(=O)C(=O)C1C(=O)Nc2ccccc21 (stereo not drawn)	-12	-2	-18	-6	-13	-5
NC(=O)c1ccco1	20	-62	-8	-21	8	-23
O=C(O)COc1cc2c(cc1Cc1ccc3c(c1)OCO3)OCO2	2	1	10	0	8	13
NS(=O)(=O)c1ccc(NC(=O)/C=C/C(=O)O)cc1	-12	nt	nt	nt	-4	-10
COC(=S)SCSC(=S)OC	-12	-15	-6	-2	-28	-27
CCCCCCC(=O)/C=C/c1ccc(OC)cc1	-12	4	-12	-14	-16	-7
Clc1ccc(-c2noc(/C=C\c3ccccc3)n2)cc1	13	12	9	5	7	-20
CCOC(=O)c1cn[nH]c1C	1	-21	-3	-2	-2	-1
c1ccc([Si]2(c3ccccc3)[Si](c3ccccc3)(c3ccccc3)[Si](c3ccccc3)(c3ccccc3)[Si]2(c2ccccc2)c2ccccc2)cc1	6	-1	0	-35	4	-1
COC(=O)C1=C(OC(C)=O)C2(C)CCC1C2(C)C (stereo not drawn)	18	4	1	15	30	19
CC(N)(CCSCP(=O)(O)O)C(=O)O (stereo not drawn)	-22	-27	-7	-20	-27	-7
O=C(/C=C(/Nc1ccccc1)c1ccccc1)c1ccccc1	7	36	16	9	34	11
CC(C)=NNc1ncnc2nc[nH]c12	12	26	7	-29	-8	19
Nc1nc(N)c2nccnc2n1	-14	25	-20	-12	-2	18
CCN(CC)CC(C)(C)C=O	27	4	-8	21	15	-20
CNC(=O)OCc1c(-c2ccccc2)c(-c2ccccc2)n(-c2ccc(OC)cc2)c1COC(=O)NC	36	85*	80*	82*	91*	78*
O=C(O)CCN1CCSC1=O	7	4	2	-4	2	13
CN=Nc1c(O)[nH]c2ccc(C)cc12	-5	-43	-8	-8	2	0
Ic1ccc(-n2cccc2)cc1	8	-3	14	-2	-19	6
Oc1ccc2ccccc2c1/C=C1/C=Nc2ccccc21	27	10	6	2	-7	14
COc1ccc(-c2c3ccccc3c(-c3ccc(OCCCCCBr)cc3)c3ccccc23)cc1	-10	-30	-22	-11	1	-11
CSC(C1c2ccccc2N(c2ccc(C)cc2)c2[nH]c(=O)n(C)c(=O)c21)S(=O)(=O)c1ccc(C)cc1 (stereo not drawn)	23	-29	0	-22	17	0
COc1cc(Cc2n[nH]c(=S)n2-c2ccccc2)c(S(=O)(=O)N2CCOCC2)cc1OC	-10	83*	-32	-1	11	-5
CC(C)=CC1CC(=O)C1(C)Sc1ccccc1 (stereo not drawn)	27	13	5	24	3	-2
OC(c1ccccc1)C(c1ccccc1)N1CCc2ccccc2C1 (stereo not drawn)	-7	-11	14	3	8	-11
c1ccc(COc2ccc(Nc3ccccc3)cc2)cc1	-5	-2	52	50	-1	9
Cc1cc(O)cc(O)c1N=Nc1ccc([N+](=O)[O-])cc1	70*	73*	43	47	56	36
S=c1ncc2n[nH]nc2[nH]1	3	5	-2	14	-1	-20
O=[N+]([O-])[C@@H]1C[C@@H]2C=C[C@H]1CC2	10	-1	0	3	0	0
O=[N+]([O-])c1ccc(CS(=O)(=O)O)cc1	6	-15	9	-6	-6	-9
COc1ccc(C(c2ccc(Cl)cc2)N2CCNCC2)cc1 (stereo not drawn)	4	nt	nt	nt	-4	-13
CC(=O)NCC1OCC2OC(C)(C)OC12 (stereo not drawn)	3	-74	-12	-12	-9	-5
COC(=O)CCN1c2ccccc2Sc2ccccc21	49	23	12	48	65	23
O=C(O)CNC(=S)SCC(=O)O	-2	-32	5	-23	-20	-7
Cc1cc(C)nc(NC(=O)c2cc(C(=O)O)c(C(=O)Nc3cc(C)cc(C)n3)cc2C(=O)O)c1	-20	-28	3	-19	-24	-3
COc1ccc(OC)c(/C=C2/C(=O)N(c3ccccc3)N=C2C)c1	-8	-2	16	6	5	-1
CCCCCCCC[N+](C)(C)Cc1ccc(C[N+](C)(C)CCCCCCCC)cc1	9	25	8	1	86*	8
CC(=O)Oc1ccc(O)c(C(C)(C)C)c1	-3	-18	-32	-9	-9	-2
COc1ccccc1-n1c(C)nc2c(cnn2CN2CCCCC2)c1=O	1	-1	1	12	12	-6
CCC(CCc1ccc(OC)c(OC)c1)C(=O)O (stereo not drawn)	2	-10	29	14	9	12
CC1OC(c2ccc3c(c2)OCO3)OC1C (stereo not drawn)	-22	71*	25	25	65	20
CC(Oc1ccccc1)C(=O)O (stereo not drawn)	8&7	15&1	0&-3	-9&6	47&0	-11&-6
CCOc1ccc2c(c1)nc1ccccc1[n+]2CC	20	56	24	41	44	49
O=[N+]([O-])c1cc(S(=O)(=O)Nc2ccccc2)ccc1Cl	88*	89*	86*	90*	87*	90*

Reprinted from the results shown (2 entries):
SMILES	yeast rad50	cln2 rad14	bub3	yeast sgs1 mgt1	mlh1 rad18	mec2-1
CCOc1ccc2c(c1)nc1ccccc1[n+]2CC	20	56	24	41	44	49
O=[N+]([O-])c1cc(S(=O)(=O)Nc2ccccc2)ccc1Cl	88*	89*	86*	90*	87*	90*

(more compounds)
SMILES	yeast rad50	cln2 rad14	bub3	yeast sgs1 mgt1	mlh1 rad18	mec2-1
C[Si](C)(C)N1C(=O)c2ccccc2C1=O	-19	1	-14	-21	-5	-18
CN(C)C(=N/O)/C(=N\O)N(C)C	-5	-6	-24	-23	0	-25
O=C1OS(=O)(=O)c2ccccc21	-4	-12	-21	-5	-1	-15
C=CCOc1ccc(/C(CC)=C(/CC)c2ccc(OCC=C)cc2)cc1	-2	-45	-4	0	0	-10
CCOc1c(N=Nc2ccc(Cl)cc2Cl)c(C)nn1C(N)=S	-16	-44	-24	11	18	0
C1CCN2CC3CC(CN4CCCCC34)C2C1 (stereo not drawn)	-15&12&16&12	-6&7&-5&8	-25&6&15&-7	-17&2&15&-4	-29&15&24&-54	-25&-19&-4&12
C=CC[Si](CC=C)(CC=C)OCC	22	7	-6	4	17	-18
Cc1ccc(OS(=O)Nc2cccc(N)c2)cc1 (stereo not drawn)	-5	-22	-8	-14	-10	-12
N#CC1CC=CCC1 (stereo not drawn)	19	15	-13	0	-6	5
O=[N+]([O-])c1ccc2nc(/C=C(\O)c3ccccc3)c(/C=C(\O)c3ccc(Cl)cc3)nc2c1	-10	-66	-62	-52	-31	-28
C[N+](C)(C)CCOP(=O)(c1ccccc1)c1ccccc1	-8	-18	8	-3	-3	-18
CCN1CCCC(Nc2nc(Nc3ccc(Cl)c(Cl)c3)nc3ccc(Cl)cc23)C1 (stereo not drawn)	99*	100*	99*	100*	100*	100*
CC[N+](C)(CC)CCC(=O)/C=C/c1ccccc1	87*	53	76*	89*	-48	93*
CC(C)CC(NC(=O)CNC(=O)CN)C(=O)O (stereo not drawn)	-39	-24	0	-17	-3	-18
CCOc1ccccc1C=C1c2ccccc2C(=O)c2ccccc21	10	-22	18	-4	6	-8
COC1(OC)CCC2C1C1CCC(OC)(OC)C21 (stereo not drawn)	2	9	3	11	-17	-3
NC(=O)/C=C/c1c[nH]c2nccnc12	24	-5	11	1	25	5
CCCCN(CCCC)CC(O)c1cc(-c2ccc(C(F)(F)F)cc2)nc(-c2ccc(C(F)(F)F)cc2)c1 (stereo not drawn)	25	-24	-34	2	82*	2
CC(=O)N(C1=C(Cl)C(=O)c2ccccc2C1=O)c1ccc([N+](=O)[O-])cc1	99*	100*	99*	100*	99*	99*
CSc1nnc(N(C(C)C)C(C)C)c2nc[nH]c12	10	48	15	16	4	12
NC(=O)c1ccccc1Br	-29	-11	-8	8	-24	-6
Nc1ccccc1SSc1ccccc1N	99*	99*	99*	99*	99*	100*
Cc1c2c(nc3ccccc13)C(=O)c1cccnc1C2=O	78*	64	76*	79*	84*	67
Clc1cc2c(c3ncccc13)OCN(CCc1ccccc1)C2	99*	79*	70	99*	98*	94*
O=C(O)C1CCCC2C(O)CCC(=O)C12 (stereo not drawn)	-14&-24	4&-5	-6&-13	-6&-13	-32&-29	-7&-16
COC(=O)/C=C/c1ccc(OC)c(OC)c1	22	-2	64	14	50	0
Cn1c2ccccc2c(=O)c2[nH]c3ccccc3c21	77*	64	83*	84*	77*	79*
O=C(NC(=O)c1c(F)cccc1F)Nc1ccc(Br)cc1	29	7	34	19	23	53
O=c1oc(=O)c2ccccc2c2ccccc12	-23	-32	-4	-1	-6	7
CN(C)c1ccc(C2(c3ccc(N(C)C)cc3)NNC(=O)c3ccccc32)cc1	17	13	21	9	0	8

An excerpt of these results, with each value named:
molecule: O=C(O)CNC(=S)SCC(=O)O
  yeast rad50: -2	cln2 rad14: -32	bub3: 5	yeast sgs1 mgt1: -23	mlh1 rad18: -20	mec2-1: -7

molecule: Cc1cc(C)nc(NC(=O)c2cc(C(=O)O)c(C(=O)Nc3cc(C)cc(C)n3)cc2C(=O)O)c1
  yeast rad50: -20	cln2 rad14: -28	bub3: 3	yeast sgs1 mgt1: -19	mlh1 rad18: -24	mec2-1: -3

Filtered by structure, those above with an aryl thioether with sulfur outside any ring
SMILES	yeast rad50	cln2 rad14	bub3	yeast sgs1 mgt1	mlh1 rad18	mec2-1
CC(C)=CC1CC(=O)C1(C)Sc1ccccc1 (stereo not drawn)	27	13	5	24	3	-2
CSc1nnc(N(C(C)C)C(C)C)c2nc[nH]c12	10	48	15	16	4	12

Next section:
SMILES	yeast rad50	cln2 rad14	bub3	yeast sgs1 mgt1	mlh1 rad18	mec2-1
O=c1nc2c(c(-c3ccc(F)cc3)[nH]1)COC/C2=C\c1ccc(F)cc1	18	21	29	34	33	11
CCCCCCCCCCCCCCCCNS(=O)(=O)c1ccccc1[N+](=O)[O-]	6	6	6	6	12	-24
NC(=O)C(N)CC(=O)O (stereo not drawn)	6	-16	6	-3	11	-6
Clc1ncc(Cl)c(Cl)n1	69	-22	-51	-47	nt	19
CCCc1n[nH]c(=S)n1N1C(=S)NC(C)(C)C=C1C	-2	-11	4	18	17	-2
O=C(c1ccccc1)C12CC3CC1C2C3	-10	-7	-9	-9	0	0
NC(Cc1ccc(OC(c2ccccc2)c2ccccc2)cc1)C(=O)O (stereo not drawn)	6	-11	-14	1	29	5
CS(=O)(=O)N1COC(=O)[C@@H]1c1ccccc1	1	-3	11	7	3	25
COC(=O)C1c2ccoc2CC2C1C(O)C(O)C1C(C)(C)CCCC21C (stereo not drawn)	58	72*	82*	78*	93*	89*
Cc1cc(C(=O)C(C(c2ccccc2)N2CCOCC2)N2CCOCC2)ccc1Cl (stereo not drawn)	5	-1	11	13	27	7
Nc1nc(Cl)cc(NCC2(CO)CC(CCCc3ccccc3)C2)n1 (stereo not drawn)	-8	-2	-9	-26	-48	-7
O=S(=O)(O)c1ccc[n+]([O-])c1	6	40	9	0	-8	15
O=c1/c(=C/c2ccccc2[N+](=O)[O-])sc2nnc(-c3ccco3)n12	6	26	0	3	15	-15
COc1cccc(N=Nc2sc(N)nc2-c2ccccc2)c1	-7	13	8	-4	-4	-16

Compound activity deposited in PubChem by NCI.
